Assay outcomes: PubChem BioAssay, National Center for Advancing Translational Sciences (NCATS)
JMJD2A Tudor: JMJD2A Tudor domain (human) inhibition | AID 504339 | O75164 | Potency, µM (titrated, usually from 114 µM), inactives show top-dose activity change, negative = inhibition, usual class: inhibitors | AlphaScreen JMJD2A-Tudor / H3K4me3 peptide binding | hit rate 4.4% among 390,000; further: potency means the concentration at half of the fitted maximal effect; on the % scale 0 is the no-effect control and ±100 the full control effect; nearly all actives have a fitted effect of over 50% in size
PGK inhibitor: blocks T. brucei phosphoglycerate kinase | PGK/GAPDH coupled, Kinase-Glo luminescence, 60 min | Potency, µM (titrated, usually from 57.5 µM), for the others: top-dose activity change, negative = inhibition, most hits filed as inhibitors | AID 602233 | P07378 | hit rate 0.043% among 380,000; further: potency means the concentration at half of the fitted maximal effect; on the % scale 0 is the no-effect control and ±100 the full control effect; nearly all actives have a fitted effect of over 60% in size
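Luminescent ATP detection (Kinase-Glo Plus) follows a 60-minute room-temperature incubation, with wells lacking PGK as controls. Buffer: 100 mM TEA (pH 7.6), 5 mM MgCl2, 0.01% Tween-20. Coupling enzyme GAPDH (100 nM final) supplies unstable 1,3-BPG in-well.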
GLS inhibitor: glutaminase GLS (human) inhibition; O94925; GLS enzymatic activity, qHTS titration; Potency, µM (doses to about 45.5 µM), for the others: at the highest dose activity change, negative = inhibition, hits mostly inhibitors; hit rate 0.21% among 410,000; AID 624170; further: potency means the concentration at half of the fitted maximal effect; on the % scale 0 is the no-effect control and ±100 the full control effect
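Human kidney-isoform GLS in 45 mM KH2PO4 pH 8.2, 0.02% Tween-20, with compound, started with 1mM L-Glutamine (added stock). Glutamate oxidase/HRP/Amplex red coupled fluorescence read at start and after 30 min at RT.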
G9a inh: blocks human histone lysine methyltransferase G9a | Q96KQ7 | G9a H3K9 monomethylation, AlphaScreen, 2 h | Potency, µM (top dose mostly 102 µM), without a hit: at the top dose activity, negative = inhibition, hits mostly inhibitors | hit rate 8.8% among 350,000; further: potency means the concentration at half of the fitted maximal effect; on the % scale 0 is the no-effect control and ±100 the full control effect; nearly all actives have a fitted effect of over 75% in size
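Methyltransferase reactions run at room temperature for 2 h (20 nM enzyme, 500 nM biotin-H3K9 peptide, 20 uM SAM) after a 15 min compound preincubation; product detected by AlphaScreen beads and anti-H3K9me1 antibody.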
BAZ2B block: blocks human BAZ2B; Q9UIF8; hit rate 4.4% among 360,000; AlphaScreen BAZ2B-H3K14Ac peptide displacement; Potency, µM (highest dose often 114 µM), without a hit: top-dose activity change, negative = inhibition, usual class: inhibitors; further: potency means the concentration at half of the fitted maximal effect; on the % scale 0 is the no-effect control and ±100 the full control effect; nearly all actives have a fitted effect of over 60% in size
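AlphaScreen luminescence quantifies BAZ2B engagement of H3K14Ac peptide; the protein and biotinylated peptide are both at 50 nM final, buffer PBS pH 7.4 with 0.01% Tween-20, all steps at room temperature.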
HP1b chromo inh: inhibitors of HP1-beta chromodomain binding to methylated histone tails. hit rate 0.56% among 390,000. AlphaScreen HP1-beta / biotin-H3K9me3 peptide binding. Potency, µM (series often up to 114 µM), inactives show top-dose activity change, negative = inhibition, most hits filed as inhibitors; further: potency means the concentration at half of the fitted maximal effect; nearly all actives have a fitted effect of over 70% in size; inactives centre near 23
Target sequence (P83916 whole entry, looked up): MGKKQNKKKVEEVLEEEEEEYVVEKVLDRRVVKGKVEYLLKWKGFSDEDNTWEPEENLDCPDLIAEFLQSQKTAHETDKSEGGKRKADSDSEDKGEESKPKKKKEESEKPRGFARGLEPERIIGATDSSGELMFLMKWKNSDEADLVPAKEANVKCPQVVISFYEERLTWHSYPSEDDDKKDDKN
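HP1-beta protein (50 nM final) preincubated 30 min at room temperature with biotinylated H3(1-18)K9me3 peptide (50 nM) in PBS pH 7.4, 0.01% Tween-20, then compound added for 30 min. AlphaScreen streptavidin donor/nickel chelate acceptor beads (10 ug/mL final), 30 min dark, luminescence read.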
ERG-DNA inh: ERG Ets/DNA interaction inhibition; AID 624246; Potency, µM (titrated, usually from 76.9 µM), inactives show top-dose FP activity, negative = inhibition, actives largely listed as inhibitors; fluorescence polarization, His-ERG Ets domain / labelled DNA; hit rate 0.028% among 370,000; P11308; active means well fitted inhibition curve with a large enough effect in the polarisation, with a control signal flat; inconclusive means small, poorly fitted or top-dose-only effect, or effect the other way, or a change in a side signal; inactive means no such curve, though single readings can be large or run the other way; the % refers to the polarisation;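 further: polarization taken with two DNA probes labelled with fluorescein and Texas red; potency means the concentration at half of the fitted maximal effect; % of control where 0% means no effect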
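His-tagged ERG Ets domain (1 uM in the protein solution; 300mM KCl, 50mM Tris-HCl, 1mM EDTA, 1mM DTT, pH 7.5) received compound, then a probe mix of 5 nM fluorescein-DNA and 100nM Texas-615-DNA. Fluorescence polarization was read for both dyes.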
PI4K2A inh: PI4K2A (human) kinase inhibition; Q9BTU6; purified PI4K2A, ADP-Glo luminescence, 1 h; active compounds read low; activity change, negative = inhibition, % at 76.9 µM; hit rate 0.13% among 420,000; AID 1346378; in the data active means activity change below about -50%; inconclusive means mostly about -30% to -49%;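 further: -100% = wells without enzyme as full effect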
Target sequence (Q9BTU6 whole entry, looked up): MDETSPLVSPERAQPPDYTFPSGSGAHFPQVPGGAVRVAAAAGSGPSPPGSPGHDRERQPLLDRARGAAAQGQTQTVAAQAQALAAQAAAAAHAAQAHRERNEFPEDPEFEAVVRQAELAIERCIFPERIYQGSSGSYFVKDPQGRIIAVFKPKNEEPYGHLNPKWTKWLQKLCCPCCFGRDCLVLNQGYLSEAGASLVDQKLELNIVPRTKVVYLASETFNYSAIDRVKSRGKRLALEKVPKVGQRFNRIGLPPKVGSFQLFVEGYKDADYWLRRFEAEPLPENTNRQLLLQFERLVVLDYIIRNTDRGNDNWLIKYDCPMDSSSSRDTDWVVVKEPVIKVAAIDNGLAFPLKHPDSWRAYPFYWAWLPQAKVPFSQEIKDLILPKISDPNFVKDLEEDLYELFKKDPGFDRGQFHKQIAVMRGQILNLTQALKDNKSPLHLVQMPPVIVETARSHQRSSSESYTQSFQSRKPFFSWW
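In this quantitative HTS, ADP production by PI4K2A was quantified luminescently after 1 h at ambient temperature; 100 microM adenosine served as plate-quality control.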
Pin1 inhibitor: human Pin1 inhibition | hit rate 0.009% among 390,000 | Potency, µM (titrated, usually from 115 µM), inactives show at the highest dose activity, negative = inhibition, actives largely listed as inhibitors | Pin1 FP peptide displacement, HiFluor488, 10 min; active means well fitted inhibition curve with a large enough effect in the polarisation, with a control signal flat, not every such curve was filed as active; inconclusive means small, poorly fitted or top-dose-only effect, or effect the other way, or a change in a side signal; inactive means no such curve, though single readings can be large or run the other way; the % refers to the polarisation; further: potency means the concentration at half of the fitted maximal effect; on the % scale 0 is the no-effect control and ±100 the full control effect
Target sequence (Q13526 whole entry, looked up): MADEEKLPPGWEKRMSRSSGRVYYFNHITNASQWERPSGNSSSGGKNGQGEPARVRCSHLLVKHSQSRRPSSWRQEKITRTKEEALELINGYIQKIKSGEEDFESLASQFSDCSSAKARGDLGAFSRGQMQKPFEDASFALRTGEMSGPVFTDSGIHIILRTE
The depositor's hits bear a star; i = inactive; ? = inconclusive; · = not tested or not shown; [ ] = remark or other dose. Unless noted, the call rests on the fitted dose curve; in most records, active means well fitted curve in the direction sought with a large enough effect; inconclusive means small, poorly fitted or top-dose-only effect, or another doubt; inactive means no such curve, though single readings can be large; an effect the other way counts as inactive or inconclusive.

SMILES | JMJD2A Tudor | PGK inhibitor | GLS inhibitor | G9a inh | BAZ2B block | HP1b chromo inh | ERG-DNA inh | PI4K2A inh | Pin1 inhibitor
C/C=C/C(=O)OCC(=O)Nc1ccccc1Br | -15% | -7% | 10% | 9% | -3% | 10% | 1% | 5 | -5%
COc1ccc(NC(=O)CN(C)CC(=O)Nc2ccc(N3CCOCC3)cc2)c([N+](=O)[O-])c1 | ? | 0% | -3% | 4%[59 µM] | 45µM* | -7% | -5% | 2 | 0%
Cc1ccn2c(=O)nc(SCC(=O)N3CCN(c4ccccc4)CC3)nc2c1 | -35% | 5% | -2% | -31% | -5% | -5% | 9% | -2 | ?
CCN1C(=O)C(O)(CC(=O)C(C)(C)C)c2cc(Br)ccc21 (centres undefined) | -1% | 1% | 1% | 8% | -16% | 29% | -2% | -1 | -7%
CC1CCCC(NC(=O)C2CCN(S(=O)(=O)N3CCCCCC3)CC2)C1C (centres undefined) | -12% | 4% | -12% | 12% | 5% | 33% | -5% | 0 | -3%
CCN(CC)c1ccc2c(Cl)cc(=O)oc2c1 | 164%[activator] | i | 10% | 26%[2.33 µM] | 247%[activator] | 250% | 0% | 6 | 9%
COc1cc(C(=O)Nc2cccc3cccnc23)cc(OC)c1OC | 9% | -4% | 0% | 3%[59 µM] | -7% | 54% | 1% | 8 | 0%
Cc1cc(CNC(=O)CC2C(=O)NCCN2CC(C)(C)C)nn1C (centres undefined) | -15% | · | -7% | · | -1% | 41%[activator] | -11% | -1 | ?
O=C(c1ccc(Cl)cc1)C1CCCN(C(=O)c2csnn2)C1 (centres undefined) | -10%[11.4 µM] | -1% | 1% | · | 1% | 20% | 10% | 1 | 0%
COc1cc([N+](=O)[O-])cc(/C=N\NC(=O)C2COc3ccccc3O2)c1O (centres undefined) | 56µM* | -2% | -2% | ? | 40µM* | 23% | -11% | 1 | 1%
COC(=O)c1ccccc1NC(=O)c1cc(-c2cccs2)on1 | 2% | 0% | 1% | -6%[59 µM] | 3% | 15% | -8% | -8 | 1%
Cc1onc(-c2ccccc2)c1C(=O)Nc1ccncc1 | -9% | 0% | 9% | 6%[59 µM] | 1% | 22% | 0% | -2 | ?
CCOC(=O)C1CCN(C(=O)c2ccc(N3CCCC3=O)cc2)CC1 | -17% | -6% | 7% | 16%[12.7 µM] | -2% | 12% | -10% | 3 | -5%
N#CC(C#N)=C(Nc1ccc(F)cc1)SCc1cccc(F)c1 | -28% | -6% | 13% | 23%[59 µM] | ? | 12% | 8% | -2 | ?
CCN(CC)c1ccc(C=NCCNS(=O)(=O)c2ccc(C)cc2)cc1 | 10% | -9% | -25% | ? | 20% | 13% | 1% | -1 | 18%

Laid out differently: entries from further up.
Results follow in this order: JMJD2A Tudor | PGK inhibitor | GLS inhibitor | G9a inh | BAZ2B block | HP1b chromo inh | ERG-DNA inh | PI4K2A inh | Pin1 inhibitor
C/C=C/C(=O)OCC(=O)Nc1ccccc1Br
 : -15% | -7% | 10% | 9% | -3% | 10% | 1% | 5 | -5%
COc1ccc(NC(=O)CN(C)CC(=O)Nc2ccc(N3CCOCC3)cc2)c([N+](=O)[O-])c1
 : ? | 0% | -3% | 4%[59 µM] | 45µM* | -7% | -5% | 2 | 0%
Cc1ccn2c(=O)nc(SCC(=O)N3CCN(c4ccccc4)CC3)nc2c1
 : -35% | 5% | -2% | -31% | -5% | -5% | 9% | -2 | ?
CCN1C(=O)C(O)(CC(=O)C(C)(C)C)c2cc(Br)ccc21 (centres undefined)
 : -1% | 1% | 1% | 8% | -16% | 29% | -2% | -1 | -7%
CC1CCCC(NC(=O)C2CCN(S(=O)(=O)N3CCCCCC3)CC2)C1C (centres undefined)
 : -12% | 4% | -12% | 12% | 5% | 33% | -5% | 0 | -3%
CCN(CC)c1ccc2c(Cl)cc(=O)oc2c1
 : 164%[activator] | i | 10% | 26%[2.33 µM] | 247%[activator] | 250% | 0% | 6 | 9%
COc1cc(C(=O)Nc2cccc3cccnc23)cc(OC)c1OC
 : 9% | -4% | 0% | 3%[59 µM] | -7% | 54% | 1% | 8 | 0%
Cc1cc(CNC(=O)CC2C(=O)NCCN2CC(C)(C)C)nn1C (centres undefined)
 : -15% | · | -7% | · | -1% | 41%[activator] | -11% | -1 | ?
O=C(c1ccc(Cl)cc1)C1CCCN(C(=O)c2csnn2)C1 (centres undefined)
 : -10%[11.4 µM] | -1% | 1% | · | 1% | 20% | 10% | 1 | 0%

Continuation.
SMILES | JMJD2A Tudor | PGK inhibitor | GLS inhibitor | G9a inh | BAZ2B block | HP1b chromo inh | ERG-DNA inh | PI4K2A inh | Pin1 inhibitor
O=C(CCNC(=O)c1ccc(Br)cc1)OCc1ccccc1Cl | 37%[activator] | -1% | -3% | 13%[0.501 µM] | 31% | 88%[activator] | 7% | 0 | 1%
N#Cc1ccc(CN2CCN(C(=O)CN3C(=O)NC4(CCCC4)C3=O)CC2)cc1 | -15% | -1% | -1% | 0% | 4% | -2% | ? | 0 | 5%
O=C(NC(=S)Nc1ccc(N2CCOCC2)cc1)c1ccc2c(c1)OCCO2 | 20µM* | · | -23% | 10µM* | ? | -25% | 5% | 0 | 6%
Cc1ccc(-n2c(SCc3nc(-c4ccccc4C)no3)nnc2-c2ccncc2)cc1C | -35% | -9% | 0% | 0%[59 µM] | -4% | 49% | 1% | 1 | 24%
Cc1cccc(NC(=S)Nc2ccc(N3CCOCC3)cc2)c1C | 4%[57.1 µM] | -10% | 13% | 40µM* | -30% | 3% | -4% | -9 | 0%
COc1cc(OC)cc(C(=O)Nc2ccccc2-c2nnn(CC(=O)Nc3cc(C)on3)n2)c1 | -4% | -10% | -14% | -3%[59 µM] | -10% | 12% | 10% | -1 | 8%
N[C@@H](CO)c1nnc([C@H](CC(=O)O)NC(=O)C2CCNCC2)o1 | -6% | -1% | 1% | ? | 2% | 61%[activator] | -3% | -2 | 1%
COc1ccccc1N1CCN(c2ncnc3c2c(-c2ccccc2)cn3-c2cccc(Cl)c2)CC1 | -25% | -4% | 2% | -33%[59 µM] | ? | 5% | -5% | -2 | 1%
COc1ccc(CNC(=O)c2ccc(SC)cc2OC)cc1 | 5% | -15% | -1% | 16%[59 µM] | -5% | 35% | 10% | 5 | -9%
O=C(CCC1CCCN(Cc2ccc3c(c2)OCCO3)C1)NCc1ccccc1F (centres undefined) | -19% | -7% | 5% | 20%[59 µM] | -2% | 52%[activator] | -2% | 0 | -7%
Cc1ccc(-c2cnc(C3CC3)o2)cc1S(=O)(=O)Nc1cccc(C#N)c1 | -23% | · | 7% | -3%[59 µM] | -33% | -10% | 0% | -4 | -1%
COc1ccc(OC)c(/C=C/C(=O)N2CCCc3ccccc32)c1 | ? | -1% | 3% | -11%[59 µM] | ? | -15% | -2% | 2 | -5%
COc1ccc(OC)c(CNn2c(-c3cccc(C)c3)nc3ccccc3c2=O)c1 | -9% | · | -3% | 21%[59 µM] | -8% | 10% | · | 3 | 1%
Cc1ccccc1S(=O)Cc1ccc(C(=O)N2CCN(C(=O)c3ccco3)CC2)o1 (centres undefined) | -7% | 2% | -13% | 10% | -7% | 66%[activator] | 3% | 0 | -1%
COc1cc(/C=N\NC(=O)CC#N)ccc1OC/C=C/c1ccccc1 | 79µM* | -1% | -8% | 15% | 56µM* | 33% | 15% | 0 | 10%
COc1cc(/C=N/NC(N)=S)ccc1OCC(=O)N1CCOCC1 | -8% | -7% | -17% | ? | -30% | 37% | -15% | -3 | 0%
CCN(C(=O)c1cccnc1)c1ccccc1 | -1% | 0% | 5% | 13%[59 µM] | 0% | 29% | 3% | 1 | 3%
COc1ccc(CCNC(=O)COc2ccc(C)nc2[N+](=O)[O-])cc1 | -12% | -5% | 1% | ? | 3% | 29% | 0% | -1 | -2%
Cc1cccc(N2CCN(C(c3ccncc3)c3nnnn3C(C)(C)C)CC2)c1C (centres undefined) | -26% | -9% | 0% | -37% | ? | 7% | -1% | -1 | -6%
COc1ccc(CNC(=O)C(C)NS(=O)(=O)c2ccc(C)cc2)cc1 (centres undefined) | -4% | 3% | 0% | 16% | 0% | 34% | -6% | 5 | 1%
COc1ccc(C(=O)/C=C/c2ccc(C)cc2)c(OC(=O)c2ccc([N+](=O)[O-])cc2)c1 | -30% | 7% | 5% | ? | ? | -12% | -1% | 9 | 5%
CCOC(=O)c1c(C)[nH]c(C(=O)OCC(=O)N(CC)c2c(N)n(Cc3ccccc3)c(=O)[nH]c2=O)c1C | -8% | 0% | 5% | · | · | 25% | -9% | 1 | 20%
NC(=O)c1ccsc1NC(=O)COC(=O)c1cc(Cl)ccc1O | -26% | i | -17% | -3% | 11% | 22% | 10% | 0 | 30%
Cc1ccccc1CC(=O)N1CC(C)OC(C)C1 (centres undefined) | -6% | -3% | 4% | 21% | 3% | 7% | -3% | 1 | -1%
CCn1cc(C(=O)NCc2ccc3c(c2)OCO3)c2cc(OC)c(OC)cc2c1=O | -14% | -9% | -3% | -25% | 8% | 24% | 1% | -16 | -7%
